Source: PubChem
E coli Lon inh: inhibitors of E. coli Lon protease | purified E. coli Lon protease, fluorescence polarization | inhibition, % at 7.94 µM | actives 0.42% (n = 360,000) | AID 602123; in the data active = inhibition above about 13%, passing the limit was not always enough;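 note: 0% = enzyme with probe and DMSO and 100% = no enzyme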
Neddylation inh: cullin neddylation inhibition; P61081+Q13564; TR-FRET cullin neddylation, biochemical; calls only at 25 µM; actives 0.58% (n = 360,000); in the data active = inhibition above about 36%
Rin1 Abl inh: inhibitors of human Rin1-Abl protein interaction | inhibition, % at 7.35 µM | TR-FRET Rin1/Abl binding, biochemical | P00519+Q13671 | actives 0.4% (n = 360,000); in the data active = inhibition above about 5%, passing the limit was not always enough
MsrA inhibitor: bovine MsrA inhibition. purified bovine MsrA, absorbance read-out. inhibition, % at 15.5 µM. actives 0.75% (n = 360,000); in the data active = inhibition above about 4.5%;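 note: 0% = vehicle wells with enzyme and 100% = reference inhibitor wells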
FAS TE block: FAS thioesterase (human) inhibition | P49327 | recombinant FAS-TE, OMFH fluorogenic substrate, fluorescence endpoint | inhibition, % at 15 µM | actives 0.67% (n = 360,000);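 active = compounds whose normalised, plate-corrected inhibition of enzyme fluorescence in the single-dose primary screen is 50% or more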;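 note: 0% = DMSO with enzyme and 100% = substrate without enzyme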
MsrA act: bovine methionine sulfoxide reductase A activation; purified bovine MsrA, absorbance read-out; activation, % at 10.6 µM; actives 0.3% (n = 360,000); AID 602163; in the data active = activation above about 7.5%;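 note: 0% = vehicle and 100% = reference activator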
MLLE-PAM2 inh: blocks PAM2 peptide binding to the PABP1 MLLE domain; P11940; GST-MLLE / FITC-PAM2 fluorescence polarization; inhibition, % at 20 µM; actives 0.36% (n = 360,000); AID 588489; in the data active = inhibition above about 35%, passing the limit was not always enough;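 note: plate controls were DMSO wells with GST-MLLE for no effect and wells lacking GST-MLLE protein for full effect; some results filed as inactive read as strong as hits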
Target sequence (P11940 whole entry, looked up, the tested form may be a part): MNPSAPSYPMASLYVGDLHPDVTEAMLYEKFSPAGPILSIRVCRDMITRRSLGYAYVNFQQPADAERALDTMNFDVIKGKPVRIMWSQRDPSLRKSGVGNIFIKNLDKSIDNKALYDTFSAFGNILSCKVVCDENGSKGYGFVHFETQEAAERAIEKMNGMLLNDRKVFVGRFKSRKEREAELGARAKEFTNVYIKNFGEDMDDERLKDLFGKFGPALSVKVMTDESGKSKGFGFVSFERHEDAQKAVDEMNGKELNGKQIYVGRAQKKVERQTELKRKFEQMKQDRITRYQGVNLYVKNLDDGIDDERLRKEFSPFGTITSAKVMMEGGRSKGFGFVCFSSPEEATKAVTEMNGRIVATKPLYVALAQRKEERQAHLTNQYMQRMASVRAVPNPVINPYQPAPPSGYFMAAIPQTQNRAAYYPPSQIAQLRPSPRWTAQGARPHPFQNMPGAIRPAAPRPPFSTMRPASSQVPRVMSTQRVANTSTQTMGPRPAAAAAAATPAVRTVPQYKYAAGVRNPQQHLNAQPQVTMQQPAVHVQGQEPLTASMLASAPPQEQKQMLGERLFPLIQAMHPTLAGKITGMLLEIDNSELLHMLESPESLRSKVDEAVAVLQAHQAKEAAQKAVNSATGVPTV
Tb MetRS inh: Trypanosoma brucei MetRS inhibition. purified T. brucei MetRS, ATP depletion, Kinase-Glo luminescence. inhibition, % at 11.9 µM. actives 0.4% (n = 360,000);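 active = inhibition above a per-plate cutoff of the control wells' mean inhibition plus 3 SD, cut at about 5.5% in these data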;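 note: 0% = DMSO wells median and 100% = median of wells with control inhibitor compound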
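System: purified T. brucei MetRS enzyme / Detection: Kinase-Glo luciferase luminescence reporting remaining unconsumed ATP / Medium: HEPES buffer with MgCl2, KCl, DTT, spermine, BSA, pyrophosphatase / Replication: singlicate, one well per compound / Evaluation: percent inhibition relative to median high and low control wells / Schedule: 2 h aminoacylation at 25 °C after 15 min preincubation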
CSN deneddyl inh: blocks human CSN-mediated cullin deneddylation. Purified CSN, SCF-Nedd8-OG deneddylation, fluorescence polarization. inhibition, % at 12.5 µM. actives 0.38% (n = 360,000);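 active = pattern-corrected inhibition above about 35%, with an unprinted fluorescence ratio check between 0.5 and 1.5, limit read from the data, passing the limit was not always enough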;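 note: 0% = enzyme with substrate and 100% = substrate without enzyme; some results filed as inactive read as strong as hits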
Target sequence (Q92905 whole entry, looked up, one chain of several): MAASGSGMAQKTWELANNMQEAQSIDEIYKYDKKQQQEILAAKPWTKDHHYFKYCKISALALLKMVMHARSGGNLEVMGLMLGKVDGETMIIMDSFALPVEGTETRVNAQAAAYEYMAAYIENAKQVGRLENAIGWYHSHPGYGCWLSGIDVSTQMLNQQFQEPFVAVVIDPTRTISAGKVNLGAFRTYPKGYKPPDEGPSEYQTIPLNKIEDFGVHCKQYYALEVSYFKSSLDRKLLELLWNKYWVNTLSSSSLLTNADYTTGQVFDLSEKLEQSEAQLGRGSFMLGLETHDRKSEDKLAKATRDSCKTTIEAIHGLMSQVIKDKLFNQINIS
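Test system: Human Csn5 produced in HEK293T cells | Compound: 12.5 µM single point | Times: 90 min, room temperature | Signal: Fluorescence polarization readout | Read-out basis: % inhibition of substrate cleavage by Csn5 | Controls: no-enzyme wells high, enzyme-with-substrate wells low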
An asterisk follows results filed as active; i = inactive; x = no result given; & = joins results of further samples.

SMILES	E coli Lon inh	Neddylation inh	Rin1 Abl inh	MsrA inhibitor	FAS TE block	MsrA act	MLLE-PAM2 inh	Tb MetRS inh	CSN deneddyl inh
COC(=O)c1ccc(-c2cc(C(=O)O)c3cc4c(cc3n2)OCCO4)cc1	7	x	0	2.0	-7	-7	5	-1.1	-3
O=C(O)C1=CCC(c2ccc(Cl)c(Cl)c2)N(S(=O)(=O)c2ccc(F)cc2)C1c1cccc(F)c1 (stereo not drawn)	x	i	x	-0.3	x	x	x	0.0	1
Cn1cc(CNCc2ccc(-n3cccn3)cc2)c(-c2ccccc2F)n1	-5	i	1	1.3	-8	-6	14	-0.5	-2
CN(C)C(=O)Oc1cccc([N+](C)(C)C)c1	-4&6	i	1&-4	3.3&2.9	-5&-6	-2&0	-7&3	-0.8&-0.4	4&2
C[N+]1(C2CCC3CCCC2C3O)CCCC1 (stereo not drawn)	-1	i	2	0.6	-13	0	-154	0.0	0
CC(=O)N(/N=C/c1ccc([N+](=O)[O-])o1)c1nc2ccccc2c(=O)n1-c1ccccc1	2	i	0	1.2	-1	-1	8	-0.2	-5
COc1ccc(CN(C(=O)CN2C(=O)c3ccccc3S2(=O)=O)C(C(=O)NCC2CCCO2)c2ccncc2)cc1 (stereo not drawn)	-6	i	-2	0.1	-6	-6	9	-0.8	-1
COc1cc(NC(=S)N2CCN(C)CC2)c(OC)cc1Cl	-4	i	-5	-0.8	-4	-1	12	-0.7	0
CN1OC[C@@H]2CN[C@H](c3cccc(-c4ccccc4)c3)C[C@@H]21	1	i	1	-0.1	-8	-8	7	-1.1	0
COC(=O)[C@@H](NC(=O)N1CCC(C)CC1)C(C)C	3	i	1	-1.1	-4	-2	1	-0.6	-3
COc1ccc(Cc2nnc(NC(=O)Nc3ccccc3F)s2)cc1	-4	i	-3	-1.6	-1	-3	-8	-0.4	-3
Cc1cc2ncc(S(=O)(=O)C(C)(C)C)c(N)n2n1	-1	i	0	0.6	-3	-1	-1	0.7	-6
Fc1cccc(Cc2noc(CN3CCN(c4cnccn4)CC3)n2)c1	5	i	-3	0.1	-3	0	-8	0.3	4
COc1cc(C(C)=O)ccc1COc1ccc(C(=O)O)cc1OC	0	i	-6	1.6	-5	-5	9	-0.6	-2
COc1ccc(N(C)S(=O)(=O)c2cccc(C(=O)OCC(=O)N3CC(C)CC(C)C3)c2)cc1 (stereo not drawn)	6	i	1	0.7	35	-3	7	-0.2	-5
CC(=O)OC(C(=O)NCc1ccco1)c1ccncc1 (stereo not drawn)	1	i	-1	0.1	1	0	1	-0.3	2
COc1ccc([C@@]2(C(C)C)ON(c3ccccc3C(F)(F)F)C2=O)cc1	4	i	1	0.4	26	-8	-2	-0.6	-1
O=C(NCc1ccco1)c1cc2nc(C3CC3)cc(C(F)(F)F)n2n1	-5	i	-1	-0.1	-4	-4	19	-1.1	1
CCOC(=O)c1ccccc1NC(=O)Cc1ccccc1OC	7	i	-8	1.0	8	-1	3	-0.1	2
CCOC(=O)CSc1nc2sc(C)c(C)c2c(=O)[nH]1	-5	i	3	2.5	-3	-1	-1	0.6	4

Entries of single compounds, quoted from the list. Order of values: E coli Lon inh, Neddylation inh, Rin1 Abl inh, MsrA inhibitor, FAS TE block, MsrA act, MLLE-PAM2 inh, Tb MetRS inh, CSN deneddyl inh
`Fc1cccc(Cc2noc(CN3CCN(c4cnccn4)CC3)n2)c1` across the screens: 5, i, -3, 0.1, -3, 0, -8, 0.3, 4
`CC(=O)N(/N=C/c1ccc([N+](=O)[O-])o1)c1nc2ccccc2c(=O)n1-c1ccccc1` across the screens: 2, i, 0, 1.2, -1, -1, 8, -0.2, -5

Next part.
SMILES	E coli Lon inh	Neddylation inh	Rin1 Abl inh	MsrA inhibitor	FAS TE block	MsrA act	MLLE-PAM2 inh	Tb MetRS inh	CSN deneddyl inh
CCOC(=O)C1=C(CSc2nc(CC)c(C)cc2C#N)OC(N)=C(C#N)C1c1ccccc1 (stereo not drawn)	-14	i	-2	0.6	6	-6	18	-0.8	0
CCOc1ccc(NS(=O)(=O)c2ccc(NS(=O)(=O)c3ccccc3)cc2)cc1	3	i	-2	1.1	4	-10	-2	-0.9	4
CCC(NC(=O)c1cc(COc2ccc(F)cc2Cl)on1)c1ccncc1 (stereo not drawn)	-6	i	3	0.3	1	-13	3	-0.1	-1
Cc1cc(C)c2c(N)c(C(=O)C(C)(C)C)sc2n1	-7	x	0	1.4	0	-1	3	0.3	2
Cn1c(SCc2n[nH]c(=S)o2)nnc1-c1ccccc1	-5	i	1	-0.1	-8	-1	-70	-0.1	6
Cc1nnc(SCC(=O)N(C)CC(=O)Nc2ccccc2Cl)s1	-4	i	3	-1.7	-4	1	-7	-0.1	-1
S=C(NCc1cccc(Cl)c1)NC1CCCCC1	-12	i	5	-0.4	2	-3	-60	0.8	-12
CCc1ccccc1NC(=O)CCC(=O)OCC(=O)c1ccc(-c2ccccc2)cc1	7	i	1	-0.6	4	2	-18	-0.7	2
CCOC(=O)C1(Cc2cccc(Cl)c2)CCCN(CCO)C1 (stereo not drawn)	1	i	0	0.9	-2	-2	-9	0.1	-6
COc1cccc(-n2c(Cc3cc(=O)[nH]c(=O)[nH]3)nnc2SCc2cccnc2)c1	8	i	1	-1.2	-2	-1	23	-0.2	-6
O=C(NC1CCCCCCC1)c1cc(F)c(F)cc1Cl	-4	i	3	-0.6	4	-3	6	-0.4	-1
CC(C)N(C(=O)c1ccccc1-c1ccccc1)C(C)C	-7	i	1	0.1	-1	-2	-6	0.2	0
C/C=C/CSc1nc2c(c(=O)[nH]c(=O)n2C)n1Cc1ccc(C)cc1	-10	i	2	0.9	-3	-3	36	-0.5	4
COCCNC(=O)C1CCC(CNS(=O)(=O)c2ccc3c(c2)CC(C)N3C(=O)C2CC2)CC1 (stereo not drawn)	-11	i	1	0.8	-6	-2	7	-0.2	-6
Cc1ccc(S(=O)(=O)N2CCN(C(=O)COC(=O)CSc3ccccc3)CC2)c(C)c1	2	i	5	0.5	22	-2	1	0.0	-2
Cc1cccc(N2CCN(CC(=O)N(C3CCCC3)C3CCS(=O)(=O)C3)CC2)c1C (stereo not drawn)	-1	i	1	-0.5	-4	1	-8	0.2	-3
CCN(CC)C(=O)C1=C(C)N(Cc2ccccc2)C(=O)C(CC(=O)NCCc2ccccn2)C1 (stereo not drawn)	-2	i	-1	-0.8	-6	-2	-1	0.8	0
COc1cccc(N=CNc2cccc(OC)c2)c1	-4	i	2	-0.2	-6	-3	6	-0.2	0
CCCCn1c(N)c(N(CC)C(=O)c2ccc3c(c2)S(=O)(=O)c2ccccc2C3=O)c(=O)[nH]c1=O	-12	i	1	0.9	-4	-2	-21	-1.4	-1
COc1ccccc1-c1cnc2c(c1)C(=O)N([C@@H](C)CO)C[C@H](C)[C@H](CN(C)C)O2	0	i	2	0.9	-5	-1	-20	0.9	-4
CC(=O)N1C(C)(C)CC(=NOS(=O)(=O)c2ccccc2)CC1(C)C	9	i	-1	0.2	-2	-2	3	-0.7	-7
Cc1ccc(S(=O)(=O)N2CCCN(S(=O)(=O)C3CCS(=O)(=O)C3)CC2)cc1 (stereo not drawn)	-1	i	1	-0.8	-7	1	6	0.2	-7
Cc1ccc(-n2nc3c(=O)n(CC(=O)NC4CCCCCC4)nc(C)c3c2C)cc1	6	i	0	-0.3	-2	-7	5	-0.9	-3
O=C(NCC(c1ccc(F)cc1)N1CCOCC1)c1cccnc1Sc1ccc(Cl)cc1 (stereo not drawn)	2	i	2	0.0	6	-2	12	0.2	0
Cc1ccc(C)c(-c2nnc(NC(=O)c3ccco3)o2)c1	-11	i	3	1.5	0	-2	5	-0.1	-3
O=C(NC1CCCc2ccccc21)N[C@@H](Cc1ccccc1)C(=O)O (stereo partly drawn)	1	i	2	-1.8	-6	-1	3	-0.1	5
O=[N+]([O-])c1ccc(Cc2ccc([N+](=O)[O-])cc2)cc1	6	i	2	1.1	22	2	0	-0.1	-1
O=c1[nH]c(NCCO)nnc1Cc1ccc(Cl)cc1	-6	i	-1	-0.6	-7	-1	-7	4.2	3
Cc1cc(C(=O)Nc2ccc(Cl)c(S(=O)(=O)N3CCOCC3)c2)c2ccccc2n1	-3	i	1	-0.9	2	-1	-21	0.1	0
Cc1ccc(OCC(=O)c2cc(C)n(-c3cc(C)on3)c2C)c([N+](=O)[O-])n1	-2	i	-2	2.4	10	-1	0	-0.4	2
O=C(Nc1ccc(N2CCOCC2)c(Cl)c1)c1ncn[nH]1	-4	i	6	0.3	-5	-2	-5	-1.1	0
Cc1cc(=O)oc2cc(OCC(=O)OCC(=O)NCc3ccc4c(c3)OCO4)ccc12	-6	i	0	0.0	-1	-2	5	-0.4	-2
Cn1nnnc1SCC(=O)NC(=O)c1cccc([N+](=O)[O-])c1	-11	i	3	0.2	-4	-9	3	0.5	-5
Cc1cc(NS(=O)(=O)c2ccc(NC(=O)c3ccc(F)cc3)cc2)nc(C)n1	1	i	2	-0.8	-5	-6	1	-0.1	-3
O=C1CCC(C(=O)OC(C(=O)Nc2cc(Cl)cc(Cl)c2)c2ccccc2)=NN1 (stereo not drawn)	-9	i	4	-0.8	6	-1	8	0.3	-2
Cc1ccccc1C(=O)NC1CCN(CC(=O)N2CCCCC2C)CC1 (stereo not drawn)	-6	i	2	-1.1	-6	-4	14	-0.4	-1
O=P(O)(O)C(O)C(F)(F)C(F)(F)C(F)(F)C(F)F (stereo not drawn)	-9	i	1	-0.1	-5	-11	-10	-0.9	1
CCS(=O)(=O)N1Cc2ccccc2CC1C(=O)Nc1ccc(OC)c(OC)c1 (stereo not drawn)	2	i	0	0.1	-2	-1	-27	-0.3	5
COc1ccccc1NC(=O)COC(=O)c1cnc(C)cn1	-1	i	2	-0.5	4	0	1	-0.2	3

In the list so far, these have an NH in an aromatic ring.
SMILES	E coli Lon inh	Neddylation inh	Rin1 Abl inh	MsrA inhibitor	FAS TE block	MsrA act	MLLE-PAM2 inh	Tb MetRS inh	CSN deneddyl inh
CCOC(=O)CSc1nc2sc(C)c(C)c2c(=O)[nH]1	-5	i	3	2.5	-3	-1	-1	0.6	4
Cn1c(SCc2n[nH]c(=S)o2)nnc1-c1ccccc1	-5	i	1	-0.1	-8	-1	-70	-0.1	6
COc1cccc(-n2c(Cc3cc(=O)[nH]c(=O)[nH]3)nnc2SCc2cccnc2)c1	8	i	1	-1.2	-2	-1	23	-0.2	-6
C/C=C/CSc1nc2c(c(=O)[nH]c(=O)n2C)n1Cc1ccc(C)cc1	-10	i	2	0.9	-3	-3	36	-0.5	4
CCCCn1c(N)c(N(CC)C(=O)c2ccc3c(c2)S(=O)(=O)c2ccccc2C3=O)c(=O)[nH]c1=O	-12	i	1	0.9	-4	-2	-21	-1.4	-1
O=c1[nH]c(NCCO)nnc1Cc1ccc(Cl)cc1	-6	i	-1	-0.6	-7	-1	-7	4.2	3
O=C(Nc1ccc(N2CCOCC2)c(Cl)c1)c1ncn[nH]1	-4	i	6	0.3	-5	-2	-5	-1.1	0
